Assay outcomes as filed in PubChem.
ERK EGF inh: blocks ERK signaling stimulated by EGF; 130,000 tested, 0.41% active; Potency, µM (top dose mostly 11.5 µM), inactives show at the highest dose activity change, negative = inhibition, hits mostly inhibitors; AID 1454; HEK293-V1b, EGF-stimulated phospho-ERK AlphaScreen; active = well fitted inhibition curve with a large enough effect; inconclusive = small, poorly fitted or top-dose-only effect, or effect the other way;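 also: plate controls were stimulated vehicle wells for no effect and unstimulated vehicle basal for full effect; nearly all actives have a fitted effect of over 55% in size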
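Phospho-ERK1/2 measured by AlphaScreen (SureFire) after 5 min 25 nM EGF stimulation of V1b-expressing HEK293 cells preincubated 30 min at 37C with titrated compounds; data scaled to DMSO and EGF controls, Hill-fitted AC50.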
* marks the source's active call; other numbers are inactive results; ? = inconclusive; [ ] = dose if it differs, or a comment. Potency is read from the fitted curve at half-maximal effect. A portion of the library. The share of hits here may be higher or lower than overall.

SMILES	ERK EGF inh
CN(Cc1ccsc1)C(=O)CCc1nnc(Cc2c[nH]c3ccccc23)o1	-11%
O=C(COC(=O)/C=C/c1ccc([N+](=O)[O-])cc1)NC(c1ccccc1)c1ccccc1	-8%
O=C(Cn1nnc2ccccc21)c1ccccc1	-6%
O=C(COc1ccc(Cl)cc1)NNC(=O)CSc1nncs1	-6%
C=CCCN(C(C(=O)OC)C(C)C)S(=O)(=O)c1ccccc1Br (stereo not given)	-6%[57.5 µM]
COc1cccc(NC(=O)c2oc3ccc(S(=O)(=O)N4CCOCC4)cc3c2C)c1	-7%[57.5 µM]
O=C(Cn1nc2ccccc2n1)N/N=C/c1cc([N+](=O)[O-])ccc1O	-1%
O=C(Nc1ccc(C2=NCCN2)cc1)c1ccc(Cl)c(C(=O)Nc2ccc(C3=NCCN3)cc2)c1	1%[57.5 µM]
NS(=O)(=O)c1ccc(CCNC(=O)C2CCN(S(=O)(=O)c3c(Cl)cccc3Cl)CC2)cc1	-6%[57.5 µM]
COc1cc(NC(=O)COC(=O)/C=C/c2ccc(OC)c(OC)c2)cc(OC)c1	-1%
CCOC(=O)/C(C#N)=C/c1c[nH]c2ccccc12	2%[57.5 µM]
COc1ccc(-c2cc(=O)c3cc(F)ccc3[nH]2)cc1	-1%
C/C(=N\NC(N)=S)c1ccccc1	-6%[57.5 µM]
O=C(O)CSc1nc2c(c(C(F)(F)F)n1)CCc1ccccc1-2	-3%
COc1ccc(CNC(=O)c2c([S-])n(-c3ccc(C)cc3)c3cccc[n+]23)cc1	2%
COc1ccc2nc(/C=N/NC(=O)CCCCCNC(=O)OC(C)(C)C)ccc2c1	4%[57.5 µM]
Cn1cnnc1SCC(=O)Nc1cc(C(F)(F)F)ccc1N1CCOCC1	4%
CCO[C@@H]1OC(C(=O)N2CCCCCCC2)=C[C@H](c2cn(C(C)=O)c3ccccc23)[C@H]1CCCO	0%[57.5 µM]
O=C(NCc1cccs1)C(=O)NCC1OCCCN1S(=O)(=O)c1ccccc1 (stereo not given)	-2%
COc1ccc(/C=C/C(=O)NCC2COc3ccccc3O2)c(OC)c1 (stereo not given)	-7%

Six of the compounds above, in markdown.
| molecule | ERK EGF inh |
| --- | --- |
| O=C(COc1ccc(Cl)cc1)NNC(=O)CSc1nncs1 | -6% |
| O=C(Nc1ccc(C2=NCCN2)cc1)c1ccc(Cl)c(C(=O)Nc2ccc(C3=NCCN3)cc2)c1 | 1%[57.5 µM] |
| COc1ccc(-c2cc(=O)c3cc(F)ccc3[nH]2)cc1 | -1% |
| Cn1cnnc1SCC(=O)Nc1cc(C(F)(F)F)ccc1N1CCOCC1 | 4% |
| COc1cccc(NC(=O)c2oc3ccc(S(=O)(=O)N4CCOCC4)cc3c2C)c1 | -7%[57.5 µM] |
| NS(=O)(=O)c1ccc(CCNC(=O)C2CCN(S(=O)(=O)c3c(Cl)cccc3Cl)CC2)cc1 | -6%[57.5 µM] |

(more compounds)
SMILES	ERK EGF inh
Cc1cc(C)cc(N(CC(=O)NC2CCCCCC2)S(=O)(=O)c2c(C)[nH]c(=O)[nH]c2=O)c1	-10%[57.5 µM]
O=C(CSC1=NCCS1)Nc1ccc(F)cc1	1%
CCO[C@H]1OC(C(=O)N2CCN(C)CC2)=C[C@@H](C2CC2)[C@@H]1CCCO	-2%[57.5 µM]
Cc1csc2c(=O)sc(NC(=O)c3ccco3)nc12	4%[57.5 µM]
CCc1nc(NCCO)c(C#N)c2c1CSC(C)(C)C2	-8%[57.5 µM]
Cc1ccc(S(=O)(=O)N2CCN(C(=O)Cn3nc(C(=O)O)c4ccccc4c3=O)CC2)cc1	-6%[57.5 µM]
COc1cc2nc(CN3CCN(C(C)=O)CC3)[nH]c(=O)c2cc1OC	-2%
O=C1NC(=S)N/C1=C\C=C\c1ccccc1	5%[57.5 µM]
Cc1cc(=O)oc2cc(NS(=O)(=O)c3ccccc3)ccc12	-11%[57.5 µM]
Cc1ccsc1-c1n[nH]c(=S)n1C1CCCCC1	3%
CC1(C)CC(=O)C(CC2C(=O)CC(C)(C)CC2=O)C(=O)C1	-19%[57.5 µM]
COC(=O)c1ccc(C23CC4(C2)[C@H](CN(Cc2ccc(C(F)(F)F)cc2)[C@@H]4c2ccccc2)C3c2ccc(C(F)(F)F)cc2)cc1 (stereo not given in full)	-2%
CCOC(=O)c1cc(-c2ccccc2)nc2nc(N3CCCCC3)sc12	?
CC1(CC(=O)N/N=C/c2ccc(-c3cccc(C(F)(F)F)c3)o2)OCCO1	-2%
COc1ccc(CC(=O)Nc2nnc(C(C)C)s2)cc1	1%
COc1ccc([N+](=O)[O-])cc1NC(=O)CCNC(=O)Cn1ccc2ccccc2c1=O	-3%
COC(=O)c1cc(=O)n(Cc2ccco2)c(=Nc2ccc(F)cc2)s1	?
CC1=C(C(=O)NCc2ccccc2)C(c2cccs2)NC(=S)N1 (stereo not given)	2%
CCCC(C)NC(=O)CSc1nc2ccc(C)cc2[nH]1 (stereo not given)	9%
CCCC(=O)Nc1ncnc2c1ncn2[C@@H]1O[C@@H]2COP(=O)(O)O[C@H]2[C@H]1OC(=O)CCC	-4%
C=C(C)CSc1cc(C)c(C#N)c2nc3ccccc3n12	1%
Cn1c(=O)c2c(nc(SCc3nc(N)nc(N4CCCCC4)n3)n2C)n(C)c1=O	4%
O=c1[nH]cnc2c1c(-c1ccccc1)cn2-c1ccc(Br)cc1	-4%
N#Cc1cccc(NC(=O)COC(=O)c2cccc(N3C(=O)c4ccccc4C3=O)c2)c1	-11%
CC(C)(C)Cc1nnc(NC(=O)CN2C(=O)c3ccccc3C2=O)s1	15%
Cc1cc(C)cc(NC(=O)CN2CCN(CCN=CC3=C(O)CC(C)(C)CC3=O)CC2)c1	-1%
Cc1c(C)[n+](=O)c2c(n1[O-])C(Br)CCC2Br (stereo not given)	-21%[57.5 µM]
CCCCN1C(=O)/C(=C2/Sc3ccccc3N2C)S/C1=N\c1ncn[nH]1	29%
CC(CN1C(C)CCCC1C)OC(=O)c1ccccc1Cl (stereo not given)	-9%
CC(C)CN1CC[C@@]2(CCCN(C(=O)c3csnn3)C2)C1	-8%
CN(C)Cc1c(O)ccc2ccccc12	11%[57.5 µM]
CSC1=NCCN1C(=O)c1c(-c2c(F)cccc2Cl)noc1C	1%[57.5 µM]
O=C1/C(=C\c2cccnc2)SC(=S)N1c1ccc(F)cc1	25%
CCOC(=O)C1CCCN(C(=O)c2ccc(CNS(=O)(=O)c3ccc(C)cc3)cc2)C1 (stereo not given)	2%[57.5 µM]
O=C(c1ccccc1Cl)N1CCn2c1nc1ccccc12	0%
COc1ccc(CN2C(=O)NC(C)(c3ccc(C)cc3)C2=O)cc1F (stereo not given)	?
COc1cccc(N2CC(=O)N(c3cccc(OC)c3)CC2=O)c1	-2%
COc1ccc(C2C3=C(CCCC3=O)Nc3n[nH]c(C)c32)cc1OC (stereo not given)	4%[57.5 µM]
O=C(COc1ccccc1)NCC(c1cccs1)N1CCOCC1 (stereo not given)	3%
COc1ccc(NC(=O)C23CC4CC(C2)CC(c2ccccc2)(C4)C3)c(OC)c1	0%

Fetched by compound from the entries so far, 4 records:
SMILES	ERK EGF inh
Cc1cc(C)cc(NC(=O)CN2CCN(CCN=CC3=C(O)CC(C)(C)CC3=O)CC2)c1	-1%
COc1ccc(CN2C(=O)NC(C)(c3ccc(C)cc3)C2=O)cc1F (stereo not given)	?
CN(C)Cc1c(O)ccc2ccccc12	11%[57.5 µM]
COc1ccc(C2C3=C(CCCC3=O)Nc3n[nH]c(C)c32)cc1OC (stereo not given)	4%[57.5 µM]

More entries follow.
SMILES	ERK EGF inh
CN1/C(=C\C=C(C#N)C#N)C(C)(C)c2ccccc21	-3%
Clc1ccc(C2=NNC(=NCc3ccccc3)SC2)cc1	9%
COc1ccc(-n2c3c(c(=O)[nH]c2=O)C(NS(=O)(=O)c2ccc(Cl)cc2)(C(F)(F)F)C(=O)N3)cc1 (stereo not given)	10%[57.5 µM]
O=C(CC1C(=O)NCCN1Cc1c(F)cccc1Cl)NCCCn1cccn1 (stereo not given)	6%[57.5 µM]
COc1cccc(O)c1O	?
Cc1ccc2[nH]c(=O)c3cc(C(=O)N(C)c4ccc(C)c(C)c4)sc3c2c1	-11%[57.5 µM]
C/C(=N\Nc1ccc(F)cc1F)c1ccc(N2CCOCC2)cc1	-2%
CCOc1ccc(Nc2ccc(N3C(=O)CCC3=O)cc2[N+](=O)[O-])cc1	?
COC(=O)c1ccccc1NC(=O)CSc1nc2cccnc2n1C	3%
Cc1nn(Cc2c(F)cccc2Cl)c(C)c1NC(=O)C1CC1	-9%
COc1cc([N+](=O)[O-])cc(/C=N/NC(=O)c2cc(-c3ccccc3)nc3ccccc23)c1O	0%[57.5 µM]
C[C@]12C[C@@](C)(C=C1/C=C/c1ccccc1)C(=O)C[C@H]2c1ccccc1	-3%
O=C(NNC(=O)[C@H]1CC=CC[C@H]1C(=O)O)c1ccc(Cl)cc1Cl	-8%
Cc1cc2ncn(CC(C)C)c2cc1C	5%
Clc1ccc(-c2cn3c(n2)-c2ccccc2C3)cc1Cl	5%
O=C(Cn1nc(-c2ccccc2)ccc1=O)Nc1ccc(N2CCN(C(=O)c3ccccc3)CC2)cc1	1%
CC1(C)CC(=O)c2cnc(NC(=O)CSc3nc4ccccc4o3)nc2C1	-1%
O=c1[nH]c(=S)n(-c2cccc(Cl)c2)c(O)c1/C=N/N1CCOCC1	5%[57.5 µM]
O=C(O)C(Cc1ccccc1)N1C(=O)C2CCCCC2C1=O (stereo not given)	-13%
O=C(c1cc(C(F)(F)F)cc(C(F)(F)F)c1)N1CCC2(CC1)CCN(c1ccccc1)CC2	7%
N#C/C(=C\c1ccc(Cl)cc1)c1nc(-c2ccco2)cs1	-2%
Cn1ncc([N+](=O)[O-])c1C(=O)N/N=C/c1ccc(F)cc1	-2%
COc1ccc(NC(=O)Cn2nnc3sc4c(c3c2=O)CC(C)(C)OC4)cc1	6%[57.5 µM]
O=C(CSc1ncccn1)N1CCc2ccccc2C1	33%
CCOC(=O)c1sc(NC(=O)/C=C/c2ccccc2)nc1C	5%
O=C(c1ccco1)N1CCN(C(=O)C(c2ccccc2)c2ccccc2)CC1	4%
COc1ccc(N=C2CC(C)(C)CC(=O)/C2=C(/O)c2ccccc2)cc1	?
COc1cc(NC(=O)Nc2cccc([N+](=O)[O-])c2)cc(OC)c1	?
O=C(CCC(=O)N(CC(=O)NC1CCCCC1)c1ccc2c(c1)OCCO2)Nc1ccccn1	-4%
Cc1cc2[nH]c3ccccc3c2c(C)n1	8%
O=C(c1cccnc1Cl)N(Cc1ccccc1)Cc1ccccc1	-6%
CC/C(=N\Nc1ccccc1[N+](=O)[O-])c1ccc(O)cc1	?
CCC(C)C(=O)Nn1c(C2CC2)nc2cc(OC)c(OC)cc2c1=O (stereo not given)	?
COc1ccc(C2c3[nH]c4ccccc4c3CCN2Cc2ccoc2)c(F)c1 (stereo not given)	4%
COc1ccc(/C=C/c2nnc(NC(=O)c3ccco3)s2)cc1	5%[57.5 µM]
O=C(/C=C/c1ccccc1)NC(=S)NNC(=O)c1cnccn1	9%[57.5 µM]
CC1(OC(=O)CCc2ccccc2)C(=O)C=C2C=C3CCCN3C=C2C1=O (stereo not given)	8%[57.5 µM]
NC(=O)C1CCN(c2ncccc2[N+](=O)[O-])CC1	-3%
O=C(Cn1c(=S)[nH]c2ccccc2c1=O)N1CCc2ccccc2C1	-6%
CCN(CC)c1ccc(/C=N/NC(=O)c2cccc(S(=O)(=O)Nc3ccccc3OC)c2)c(O)c1	?
O=C(NCc1ccc(Cl)cc1)c1ccc(N2CCCC2=O)cc1	-4%
COc1cc(C)c(Cl)cc1S(=O)(=O)NC1CC(C)(C)NC(C)(C)C1	8%
Cc1nnc(N(C)C(=O)Cc2ccc3c(c2)OCO3)s1	-4%
Cc1ccc(S(=O)(=O)Nc2ccc(NC(=O)/C=C/C(=O)O)cc2)cc1	-8%
COc1ccc(OC(C)C(=O)Nc2cccc([N+](=O)[O-])c2)cc1 (stereo not given)	6%
O=C1CCCN1c1cc(Cl)cc(Cl)c1	4%
C/C(CC(=O)Nc1ccc(Cl)cc1Cl)=N\NC(=O)c1cnccn1	7%[57.5 µM]
NS(=O)(=O)c1ccc(NC(=S)N2CCN(Cc3ccc(Cl)c(Cl)c3)CC2)cc1	-2%
Cc1ccc2c(c1)N=C(c1ccccc1)CC(C(Cl)Cl)=N2	-6%[57.5 µM]
O=C(c1n[nH]c(=O)c2ccccc12)N1CCN(Cc2ccc3c(c2)OCO3)CC1	-7%[57.5 µM]
CCN1CCN(c2ccc(S(=O)(=O)N3CCCCC3)cc2NC(=O)c2ccc(F)cc2)CC1	0%
CCCCC1CCC(C(=O)OCC(=O)Nc2ccc(S(N)(=O)=O)cc2)CC1 (stereo not given)	7%
OCC1CCCN(C(=S)Nc2ccc(Oc3ccccc3)cc2)C1 (stereo not given)	-10%
CC(NC(=O)CNC(=S)N(Cc1cccs1)C1CCCC1)c1ccccc1 (stereo not given)	0%
CSc1nc(-c2cccs2)c(C#N)c(=O)[nH]1	15%[57.5 µM]
O=C(Cn1cc(C(F)(F)F)ccc1=O)N/N=C/c1ccc(Cl)cc1Cl	-5%
O=C1C(Cl)=C(NC2CCCCC2)C(=O)N1Cc1ccccc1	?
OC1(c2ccc(Br)cc2)CN(c2ccccc2)C2=[N+]1CCS2 (stereo not given)	1%
COc1ccc(Cl)cc1NC(=O)CN(C)CC(=O)Nc1ccccc1N1CCOCC1	-12%
CC1C(=O)NN=C1C(=O)N/N=C/c1cccs1 (stereo not given)	3%
COC(Cn1c2c(c3cc(C)ccc31)CCCC2NCc1ccccc1)OC (stereo not given)	?

Entries shown so far with bromine, in the order listed:
SMILES	ERK EGF inh
C=CCCN(C(C(=O)OC)C(C)C)S(=O)(=O)c1ccccc1Br (stereo not given)	-6%[57.5 µM]
O=c1[nH]cnc2c1c(-c1ccccc1)cn2-c1ccc(Br)cc1	-4%
Cc1c(C)[n+](=O)c2c(n1[O-])C(Br)CCC2Br (stereo not given)	-21%[57.5 µM]
OC1(c2ccc(Br)cc2)CN(c2ccccc2)C2=[N+]1CCS2 (stereo not given)	1%
